WT yeast gro inh – growth inhibition of WT yeast, mitochondrial fusion screen; mitochondrial fusion phenotypic screen, WT strain; inhibition, % at 10 µM; actives 2.1% (n = 190,000); AID 1362; in the data active = inhibition above about 58%; tested in S. cerevisiae
b-catenin transl – alters nuclear translocation of beta-catenin in HeLa cells. AID 1665. actives 0.3% (n = 190,000). nuclear translocation activity, % at 5 µM. immunofluorescence imaging;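 active = nuclear translocation activity above 50% at 5 µM, with a well cell count of 50 or more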;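 also: per-cell ratio of nuclear to cytoplasmic median beta-catenin stain intensity; plate controls were DMSO negative control for no effect and GSK-3 inhibitor IX positive control for full effect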
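assay system = human HeLa cells, endogenous beta-catenin | times = compound treatment 24 h, 37°C, 5% CO2 | detection = Anti-beta-catenin immunofluorescence on PFA-fixed, Triton-permeabilized cells, DAPI nuclei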
AID2073 – inhibitors of Mint1-CaV2.2 protein interaction, biochemical, HTRF (AID 2073) | HTRF protein-protein interaction, Mint1-CaV2.2; higher % means a stronger effect | inhibition, % at 20 µM, or IC50 in µM where a hit was titrated | actives 0.19% (n = 290,000); in the data active = inhibition mostly above about 51%, no sharp cut-off; also: some results filed as inactive read as strong as hits
Yfh1-off respiration – enhancers of respiration in Yfh1-depleted yeast, dose response, Friedreich's ataxia, plus single-dose screen (AID 1465); S. cerevisiae Yfh1-off respiration, WST-1 reduction, 72 h; higher fold induction means a stronger effect; one-dose fold induction at 50 µM; EC50 in µM for titrated hits; actives 0.074% (n = 220,000);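 active = fold induction of absorbance versus untreated yeast above a set limit, then at least 30% activation at any dose in follow-up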;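 also: activators that raise dye reduction in frataxin-depleted yeast; strong numbers were not always called active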
HIV peptide binding – inhibitors of HIV fusion peptide binding, primary screen, biochemical, uHTS, fluorescence dequenching (AID 1986). cell-free peptide binding, fluorescence dequenching, 30 min; higher % means a stronger effect. inhibition, % at 20 µM; hits with a dose series show IC50 in µM. actives 0.3% (n = 290,000); in the data active = inhibition mostly above about 52%, no sharp cut-off; inactive = mostly below about 76%; also: some results filed as inactive read as strong as hits
Dynein transport – blocks dynein driven cargo transport along microtubules; z-score, hits read low; actives 0.47% (n = 220,000); 3617.4 mouse cells, GR-EGFP nuclear translocation imaging; test concentration mostly 20 µM; stimulated with dexamethasone, 1 µM; hits give low values; AID 1381;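 active = plate z-score of nuclear minus cytoplasmic receptor signal below a set negative limit, without overly bright fluorescence or cell loss, cut at about -3.5 in these data, passing the limit was not always enough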;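 also: z-score of nuclear minus cytoplasmic ring GR-EGFP intensity difference per well; some compounds called inactive have numbers as strong as hits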
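medium = tetracycline-free induction medium containing charcoal-stripped FBS | also added = 1.0 µM final dexamethasone stimulus | schedule = 48 h induction, 1 h compound, 30 min dex at 37 °C | technique = fixed, Hoechst-stained cells imaged at 10x for EGFP | measure = GR-EGFP nuclear translocation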
Insulin prom up – MIN6 insulin promoter up-regulation. MIN6 insulin promoter-GFP reporter, high-content imaging; hits give high values. z-score at 5 µM. actives 0.3% (n = 190,000);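 active = z-score above 3 at 5 µM with at least 500 cells counted in the well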
Autophagy mod – autophagy modulation, high-content screen | actives 0.98% (n = 190,000) | calls only at 10 µM (by protocol) | MEF GFP-LC3 puncta imaging; test concentration mostly 10 µM;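 active = percentage of spot-positive cells more than 3 SD above its plate mean, without a fluorescence outlier flag or 80% toxicity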;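 also: spot-positive cell cutoff set from DMSO-treated cells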
MT stabilize HCS – microtubule stabilization, imaging screen; HeLa tubulin immunostaining HCS, 24 h; share of cells brighter than vehicle mean+2SD; % tubulin-high responders, % at 10 µM; actives 0.83% (n = 200,000);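 active = plate Z-score above 3 for both tubulin-high and condensed-nucleus cell shares, with cell loss under 80%, at 10 µM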;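 also: anti alpha tubulin signal scored within the nucleus-defined area of each cell; some results filed as inactive read as strong as hits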
WT yeast gro inh mutant strain – further read-out of WT yeast gro inh, marked with its call; inhibition, %; mitochondrial fusion phenotypic screen, mutant strain inhibition
Dynein transport cytoplasmic EGFP – further read-out of Dynein transport, marked with its call; z-score; measured here: cytoplasmic GR-EGFP intensity; hits give high values
Dynein transport nuclear GR-EGFP – also measured in Dynein transport; calls as there; z-score; measured here: nuclear GR-EGFP intensity;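 lower value marks the stronger effect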
Dynein transport cell count – recorded beside Dynein transport, whose call it bears; z-score; measured here: cell count per field
Insulin prom up cell count – recorded beside Insulin prom up, whose call it bears; cell count; measured here: cytotoxicity, nuclei count;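 total cells summed across four imaged fields per well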
b-catenin transl cell count 5 µM – also measured in b-catenin transl; calls as there; cell count; measured here: cell count, cytotoxicity flag
MT stabilize HCS Hoechst-high % – also measured in MT stabilize HCS; calls as there; % Hoechst-high responders; measured here: nuclear condensation Hoechst responders;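 share of cells brighter than vehicle mean plus two SD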
MT stabilize HCS cytotoxicity % – also measured in MT stabilize HCS; calls as there; toxicity, %; measured here: cytotoxicity by cell density;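 0% = mean cell density of plate MIN control wells and 100% = no cells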
Autophagy mod cell loss 18 h – second read-out of Autophagy mod, no call of its own (marks repeat the call); toxicity, %; measured here: cell loss, nuclei count;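 cell loss after 18 h compound exposure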
* = called active by the depositor; i = inactive; . = not tested or not shown.

SMILES	WT yeast gro inh	WT yeast gro inh mutant strain	b-catenin transl	b-catenin transl cell count 5 µM	AID2073	Yfh1-off respiration	HIV peptide binding	Dynein transport	Dynein transport cytoplasmic EGFP	Dynein transport nuclear GR-EGFP	Dynein transport cell count	Insulin prom up	Insulin prom up cell count	Autophagy mod	Autophagy mod cell loss 18 h	MT stabilize HCS	MT stabilize HCS Hoechst-high %	MT stabilize HCS cytotoxicity %
COc1ccc(CCNC(=O)CCCOc2cc(=O)n(C)c3ccccc23)cc1OC	-4	1	-0.4	1134	3%	i	-0.2%	0.022	-0.27	-0.2	0.45	1.1	1337	i	7	0.6	2.2	7.8
COCCCN1C(=O)C(O)=C(C(C)=O)C1c1ccccn1 (stereo not drawn)	-5	-1	-0.9	1095	-6%	i	0.7%	1.1	-0.031	1.1	-2.2	0.08	1927	i	0	3.0	1.6	5.1
CCOc1ccccc1C(=O)N1CCOCC1	-2	7	.	.	7%	i	-2.3%	-0.37	0.17	-0.0014	0.94	0.11	913	i	-8	1.8	2.0	14
COC(=O)COc1ccc(S(=O)(=O)N2CCc3ccccc3C2)cc1C	16	3	.	.	-8%	i	3.0%	-0.52	-0.22	-0.47	0.97	.	.	i	-7	0.7	1.2	0.3
CN(C)S(=O)(=O)c1ccc(C(=O)Oc2cc(=O)[nH]c3ccccc23)cc1	.	.	-2.8	1025	-6%	i	-0.2%	0.27	-0.15	0.55	-0.13	-0.04	1276	i	-2	1.6	2.4	15
CN(Cc1ccccc1)S(=O)(=O)c1ccccc1[N+](=O)[O-]	2	-6	-1.3	1095	10%	i	-0.6%	-0.56	0.053	-0.27	-0.035	1.8	1471	i	21	3.2	1.2	2.9
COc1ccc(-c2nc(-c3ccccc3)c(-c3cc([N+](=O)[O-])ccc3C)[nH]2)cc1O	14	3	0.0	1328	-12%	i	-1.0%	-0.22	-0.097	-0.6	-1.8	-0.1	1556	i	-5	2.4	1.7	7.5
O=C(Nc1c(S(=O)(=O)c2ccc(Cl)cc2)csc1Br)c1ccccc1Cl	.	.	0.1	1029	-3%	i	-1.0%	-0.42	-0.24	-0.23	1	-0.02	1475	.	.	.	.	.
C#CC[N+](C)(C)CC#Cc1ccccc1	-5	-7	5.7	878	7%	i	-0.3%	0.24	-0.25	0.59	-0.44	-0.09	1482	i	-2	3.2	2.4	0.9
C=CCSc1nnc(NC(=O)COc2ccc3ccccc3c2)s1	86*	-13*	-0.1	1360	-1%	i	-1.0%	-0.34	-0.23	-0.87	1.6	0.31	1620	i	0	2.7	2.8	7.1
Cc1ccccc1N(C(=O)CCC(=O)Nc1ccccn1)C(C(=O)NC(C)C)c1ccc(O)cc1 (stereo not drawn)	4	11	-0.8	682	-8%	i	-1.0%	-0.88	-0.1	-0.37	0.19	1.4	1391	i	3	4.1	2.8	6.6
COc1ccccc1N1CCN(C(=O)CCCn2nc(C)c([N+](=O)[O-])c2C)CC1	-4	-7	-4.7	1093	18%	i	-0.8%	0.52	-0.14	0.84	-0.83	0.12	1545	i	13	2.3	2.5	12
CC1=C(C(=O)Nc2ccccc2C(F)(F)F)C(c2sccc2C)NC(=S)N1 (stereo not drawn)	13	3	-1.4	948	-14%	i	-1.0%	1.3	-0.33	0.97	0.04	-0.41	1153	i	10	9.6	1.1	2.9
Cc1cccc(NC(=O)CN2C(=S)NC(C)(C)CC2C)c1C (stereo not drawn)	-13	7	-3.4	1174	-24%	i	-1.8%	0.72	-0.27	0.4	0.12	.	.	i	4	3.9	1.9	6.0
CC(C)=NNc1nc2c(c(=O)n(C)c(=O)n2C)n1C	.	.	0.2	1327	-5%	i	-3.0%	-0.26	-0.28	-0.2	0.16	0.24	999	.	.	.	.	.
O=C1CN(C(=O)COC(=O)Cc2ccsc2)c2ccccc2N1	13	6	-2.6	1139	4%	i	-0.4%	0.2	-0.22	0.61	-0.84	0.94	1297	i	5	4.2	2.2	5.9
CCCCCCN=C1CC(C)(C)CC(=O)/C1=C(/O)CCC	.	.	0.7	1386	-2%	i	1.1%	-0.013	-0.13	-0.036	0.6	-0.52	1025	.	.	.	.	.
NS(=O)(=O)c1cccc(NC(=O)COc2ncnc3c2cnn3-c2ccccc2)c1	2	7	1.9	838	17%	i	-0.1%	-0.18	-0.27	-0.13	0.63	-0.49	1587	i	31	5.0	1.1	4.5
Cc1c(Cl)ccc2c1NC(=O)[C@]21[C@@H]2C(=O)N(Cc3ccccc3)C(=O)[C@@H]2[C@@H]2CCCN21	-17	-7	.	.	12%	i	-0.6%	1.2	-0.077	0.89	-0.43	.	.	i	-41	5.0	2.4	16
O=C(O)CN(c1cccc(C(F)(F)F)c1)S(=O)(=O)c1ccccc1	-2	0	0.5	1523	2%	i	2.0%	-0.3	-0.35	0.033	0.55	-0.43	1525	i	-5	1.6	2.2	8.8
COC(=O)c1cc(OC)c(OC)cc1NC(=S)N1CCN(c2ccccn2)CC1	-13	-9	3.8	937	36%	i	-1.4%	-0.44	-0.32	0.2	0.37	-1.5	1564	i	23	1.8	1.6	12
OC(CNCc1ccccc1)COCc1ccc(Cl)cc1 (stereo not drawn)	9	-2	-3.8	905	-5%	i	-0.5%	-0.18	-0.22	-0.017	0.67	.	.	i	-9	2.3	1.4	1.8
O=C(COc1cccc(F)c1)N[C@@H](Cc1ccccc1)c1nc2ccccc2[nH]1	4	5	-0.4	1122	-2%	i	-1.6%	0.061	-0.18	-0.07	-0.19	-0.1	1559	i	2	3.4	1.6	7.2
CCc1sc(NC(=O)CN2CCOCC2)nc1-c1ccccc1	-4	-3	0.5	1166	-6%	i	-1.6%	-0.53	-0.28	0.0075	-0.08	-2.2	1196	i	2	1.0	2.1	40
CCCCOc1ccc(Cc2c(Cl)nc(SC)nc2N2CCOCC2)cc1	48	-3	-1.6	1170	8%	i	0.6%	-0.43	0.08	-0.29	0.64	0.3	1326	i	2	1.8	4.4	4.3
NC(=S)Nc1cc(Cl)cc(Cl)c1	.	.	-1.5	1302	-3%	i	-1.3%	-1.1	-0.29	-0.5	0.7	-0.67	984	.	.	.	.	.
CCOC(=O)c1sc(-c2ccc(OC)cc2)cc1NC(C)=O	-2	-18	.	.	24%	i	-0.7%	0.15	-0.31	-0.082	0.5	1.1	1351	i	-7	3.4	2.7	3.3
O=C(CCn1c(=O)oc2ccccc21)N1CCN(c2ccccc2Cl)CC1	-12	-19	-0.5	1166	20%	i	1.4%	0.74	-0.25	0.23	0.12	0.09	889	i	29	44*	28*	54*
O=C(Nc1nccs1)c1cn(-c2ccccc2)nc1-c1ccccc1	52	41	.	.	3%	i	5.5%	1	-0.17	0.57	0.035	-0.46	808	i	-4	34*	22*	34*
CCn1ncc(CNC(=O)C2(C)CC2(Cl)Cl)c1C (stereo not drawn)	-7	-19	2.4	445	-1%	i	-1.9%	3.9	0.04	2.1	-2.8	-0.08	1186	i	7	3.3	1.9	11

Pulled one by one from the entries so far:
SMILES	WT yeast gro inh	WT yeast gro inh mutant strain	b-catenin transl	b-catenin transl cell count 5 µM	AID2073	Yfh1-off respiration	HIV peptide binding	Dynein transport	Dynein transport cytoplasmic EGFP	Dynein transport nuclear GR-EGFP	Dynein transport cell count	Insulin prom up	Insulin prom up cell count	Autophagy mod	Autophagy mod cell loss 18 h	MT stabilize HCS	MT stabilize HCS Hoechst-high %	MT stabilize HCS cytotoxicity %
CCCCCCN=C1CC(C)(C)CC(=O)/C1=C(/O)CCC	.	.	0.7	1386	-2%	i	1.1%	-0.013	-0.13	-0.036	0.6	-0.52	1025	.	.	.	.	.
O=C(COc1cccc(F)c1)N[C@@H](Cc1ccccc1)c1nc2ccccc2[nH]1	4	5	-0.4	1122	-2%	i	-1.6%	0.061	-0.18	-0.07	-0.19	-0.1	1559	i	2	3.4	1.6	7.2

Next section:
SMILES	WT yeast gro inh	WT yeast gro inh mutant strain	b-catenin transl	b-catenin transl cell count 5 µM	AID2073	Yfh1-off respiration	HIV peptide binding	Dynein transport	Dynein transport cytoplasmic EGFP	Dynein transport nuclear GR-EGFP	Dynein transport cell count	Insulin prom up	Insulin prom up cell count	Autophagy mod	Autophagy mod cell loss 18 h	MT stabilize HCS	MT stabilize HCS Hoechst-high %	MT stabilize HCS cytotoxicity %
CCC(C)C(NC(=O)OCc1ccccc1)C(=O)NC(Cc1ccc(O)cc1)C(=O)OC (stereo not drawn)	-21	-7	-0.3	1085	6%	i	-0.8%	0.076	-0.32	0.4	-0.15	-0.2	1488	i	-5	4.0	1.4	3.8
Clc1ccc(SCc2cc(-c3ccccc3)on2)cc1	11	-6	3.1	959	5%	i	0.6%	0.16	-0.26	-0.31	0.24	-0.37	1567	i	1	1.0	1.4	6.9
CS(=O)(=O)N1CCC(C(=O)Nc2ccc(OCc3ccccc3)cc2)CC1	5	9	1.4	1120	11%	i	0.5%	0.45	-0.29	0.23	0.8	0.01	1828	i	-7	2.4	2.7	6.7
CCC(=O)Nc1ccc(S(=O)(=O)N2CCCCC2)cc1OC	-2	3	-0.3	928	-2%	i	-2.1%	-0.34	-0.18	-0.26	0.51	2	859	i	3	2.6	2.1	4.5
CS(=O)(=O)N1CCc2cc(C(=O)NC3CC3)ccc21	-3	3	-1.7	1022	-1%	i	0.4%	-0.7	0.19	-0.038	-0.12	0.63	1118	i	-10	0.1	3.0	8.5
C/C(=N\NC(=O)C1COc2ccccc2O1)c1ccccn1 (stereo not drawn)	49	33	10	866	-1%	i	0.6%	-0.2	-0.23	-0.25	0.34	-0.57	847	i	15	2.2	0.4	16
COc1cccc(-c2nn(-c3ccccc3)cc2CNC(C)Cn2cncn2)c1 (stereo not drawn)	-3	1	-0.9	1562	-8%	i	0.2%	-0.16	-0.27	0.11	0.077	.	.	i	-17	2.1	1.0	4.9
CCOC(=O)/C=C/C(=O)N1CCN(C(=O)/C=C/C(=O)OCC)CC1	.	.	-0.8	1304	9%	i	-1.8%	-0.61	-0.043	0.04	-0.1	-0.32	1019	.	.	.	.	.
COc1ccccc1NC(=O)c1ccc(COc2ccc3c(c2)CCC3)cc1	-18	-4	-3.9	1187	12%	i	1.6%	0.011	-0.25	-0.1	0.2	0.36	1552	i	-5	2.3	2.4	12

High-throughput results (PubChem)
